From PubChem
ELG1 genotox: qHTS screen for small molecules that induce genotoxicity in human embryonic kidney (HEK293T) cells expressing luciferase-tagged ELG1 | Potency, µM (top dose mostly 46 µM), without a hit: at the highest dose activity change, positive = activation, actives largely listed as activators | 330,000 compounds, 1.3% hits | HEK293T ELG1-luciferase reporter, luminescence, 16 h; further: potency means the concentration at half of the fitted maximal effect; % of control where 0% means no effect; nearly all actives have a fitted effect of over 60% in size
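DMSO vehicle served as control against compound-treated ELG1-luciferase HEK293T cells; exposure lasted 16 hr at 37 °C and 5% CO2, followed by ONE-Glo luminescence detection after 30 min.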
ELG1 repair inh: qHTS screen for small molecules that inhibit ELG1-dependent DNA repair in human embryonic kidney (HEK293T) cells expressing luciferase-tagged ELG1 | HEK293T ELG1-luciferase reporter, luminescence, 16 h; DNA damage induced by 5-fluorouridine | Potency, µM (highest dose often 46.1 µM), for inactives: at the top dose activity change, negative = inhibition, usual class: inhibitors | 330,000 compounds, 2.3% hits; further: potency means the concentration at half of the fitted maximal effect; on the % scale 0 is the no-effect control and ±100 the full control effect; nearly all actives have a fitted effect of over 55% in size
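Cells (2,000 per well) received 5-fluorouridine plus test compound or DMSO and were incubated 16 hr at 37 °C, 5% CO2. Luciferase activity was read by luminescence 30 min after ONE-Glo addition; signal suppression marked inhibition of damage-induced ELG1 function.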
TRPV1 ag: HTS Assay for Compounds that Act as Agonists of the Vanilloid Receptor 1 | AID 540275, 2011 | TRPV1-expressing cells, Fluo-8 calcium influx, agonist mode | activation, % at 8.33 µM | 320,000 compounds, 0.19% hits; in the data active means activation above about 80%; inconclusive means between about 30% and that limit; further: 0% is about no effect
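TRPV1-expressing cells were cultured overnight at 35.5C and loaded with Fluo-8 calcium dye for 40 to 90 min at room temperature. After a 10 s baseline, compound was added and calcium influx was read kinetically for 3 min (ex 480/em 520 nm).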
NPC1 prom act: qHTS Assay for NPC1 Promoter Activators. Huh7 NPC1 promoter luciferase reporter, 24 h. Potency, µM (doses to about 9.22 µM), for inactives: at the highest dose activation, actives largely listed as activators. 320,000 compounds, 2.4% hits. AID 485313, 2010;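 further: potency means the concentration at half of the fitted maximal effect; % of control where 0% means no effect; nearly all actives have a fitted effect of over 60% in size; reporter is driven by a mutant NPC1 promoter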
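Huh7 cells stably carrying NPC1 promoter–luciferase, plated in Opti-MEM with 10% FBS for 2 h, were exposed to compound in DMSO for 24 h at 37 °C; luciferase reagent was added for 10 min and luminescence read.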
VP16 counter: VP16 counterscreen qHTS for inhibitors of ROR gamma transcriptional activity; Drosophila S2 Gal4-VP16 UAS-luciferase, luminescence, 20 h; Potency, µM (titrated, usually from 53.6 µM), without a hit: top-dose activity, negative = inhibition, actives largely listed as inhibitors; 310,000 compounds, 3.5% hits; AID 2546, 2010;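 further: Gal4-VP16 expression switched on by copper sulfate through the metallothionein promoter; potency means the concentration at half of the fitted maximal effect; on the % scale 0 is the no-effect control and ±100 the full control effect; nearly all actives have a fitted effect of over 50% in size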
p53 reactivation: qHTS assay for re-activators of p53 using a Luc reporter | 320,000 compounds, 0.063% hits | Potency, µM (highest dose often 92.2 µM), inactives show top-dose activity change, positive = activation, most hits filed as activators | AID 504706, 2011 | H1299 p53-A138V BP100-luciferase reporter, luminescence, 24 h; further: potency means the concentration at half of the fitted maximal effect; % of control where 0% means no effect; nearly all actives have a fitted effect of over 45% in size
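p53-null H1299 cells stably carrying temperature-sensitive p53-A138V and a BP100-luciferase reporter were pinned with compounds (4-point, 1:5 series) and held 24 hrs at 37 deg C. Luminescence was read 10 min after detection reagent.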
Tb PFK inh: qHTS Assay to Find Inhibitors of T. brucei phosphofructokinase. T. brucei PFK, ADP-Glo luminescence. 330,000 compounds, 0.17% hits. AID 485367, 2010. Potency, µM (doses to about 57.5 µM), for the others: at the highest dose activity, negative = inhibition, usual class: inhibitors. ATP-dependent 6-phosphofructokinase (Trypanosoma brucei brucei), O15648;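 further: potency means the concentration at half of the fitted maximal effect; 0% = uninhibited 1x PFK enzyme wells and -100% = no-enzyme wells; nearly all actives have a fitted effect of over 60% in size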
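Compounds were pin-transferred as a titration series up to 57 uM into substrate buffer (0.5 mM F6P, 0.1 mM ATP, pH 8.0), then 1.25 nM PFK was added and reactions ran 45 min before ADP-Glo detection.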
Rab9 prom act: qHTS Assay for Rab9 Promoter Activators | Potency, µM (titrated, usually from 9.22 µM), inactives show top-dose activation, negative = inhibition, usual class: activators | 320,000 compounds, 2.8% hits | Huh7 Rab9 promoter-luciferase reporter, luminescence, 24 h; further: potency means the concentration at half of the fitted maximal effect; % of control where 0% means no effect; nearly all actives have a fitted effect of over 60% in size
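Luminescence read-out: Huh7 cells stably expressing Rab9-luciferase, treated 24 h with compound at 37 °C, then lysed with luciferase reagent for 10 min at ambient before reading.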
BRCA1 expr up: qHTS Assay to Identify Small Molecule Activators of BRCA1 Expression | 380,000 compounds, 1.1% hits | MCF7-BRCA1-FFLuc reporter, luminescence, 48 h; response scale: scaled: vehicle 0%, 10 µM genistein 100% | Potency, µM (series often up to 46.1 µM), inactives show at the highest dose activation, hits mostly activators | AID 624202, 2012; further: potency means the concentration at half of the fitted maximal effect; nearly all actives have a fitted effect of over 80% in size; some results filed as inactive show a strong effect at the top dose
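Quantitative HTS in MCF7 cells stably reporting BRCA1 expression via firefly luciferase. Compound treatment lasts 48 h at 37 °C in phenol-red free MEM. Activation is expressed relative to genistein at 10 microM and DMSO.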
FLuc counter: qHTS profiling assay for firefly luciferase inhibitor/activator using purifed enzyme and Km concentrations of substrates (counterscreen for miR-21 project). Luciferin 4-monooxygenase (Photinus pyralis), P08659. purified FLuc, Km substrates, luminescence inhibition. Potency, µM (series often up to 57.5 µM), for the others: at the highest dose activity change, negative = inhibition, actives largely listed as inhibitors. 360,000 compounds, 6.9% hits. AID 588342, 2011;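 further: potency means the concentration at half of the fitted maximal effect; plate controls were vehicle for no effect and reference inhibitor for full effect; nearly all actives have a fitted effect of over 55% in size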
Target sequence (P08659 whole entry, looked up): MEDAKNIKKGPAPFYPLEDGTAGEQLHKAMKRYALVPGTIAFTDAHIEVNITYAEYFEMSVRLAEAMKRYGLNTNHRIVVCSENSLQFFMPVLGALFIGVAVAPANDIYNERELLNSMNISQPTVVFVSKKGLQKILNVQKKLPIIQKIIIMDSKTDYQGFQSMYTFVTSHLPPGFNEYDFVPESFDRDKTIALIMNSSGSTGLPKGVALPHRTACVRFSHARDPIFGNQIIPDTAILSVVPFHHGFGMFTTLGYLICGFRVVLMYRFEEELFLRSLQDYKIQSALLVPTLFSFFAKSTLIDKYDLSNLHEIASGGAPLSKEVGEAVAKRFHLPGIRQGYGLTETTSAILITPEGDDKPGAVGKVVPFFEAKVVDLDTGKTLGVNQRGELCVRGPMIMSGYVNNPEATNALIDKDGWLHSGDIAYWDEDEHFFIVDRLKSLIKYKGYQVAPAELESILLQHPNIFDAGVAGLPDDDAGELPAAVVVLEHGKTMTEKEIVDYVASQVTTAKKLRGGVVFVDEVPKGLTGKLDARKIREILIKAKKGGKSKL
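Purified P. pyralis luciferase, 10 nM final, with Km-level 10 uM D-luciferin and 10 uM ATP in 50 mM Tris acetate pH 7.5, 10 mM Mg acetate, 0.01% Tween-20, 0.05% BSA; 6-point qHTS titration about 60 µM downward; luminescence read.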
RORgamma inh: qHTS for inhibitors of ROR gamma transcriptional activity; Nuclear receptor ROR-gamma (Mus musculus), P51450; Drosophila S2 Gal4-RORgamma UAS-luciferase reporter, 20 h; Potency, µM (titrated, usually from 53.6 µM), without a hit: top-dose activity change, negative = inhibition, most hits filed as inhibitors; 310,000 compounds, 5.4% hits; further: potency means the concentration at half of the fitted maximal effect; on the % scale 0 is the no-effect control and ±100 the full control effect; nearly all actives have a fitted effect of over 60% in size
Target sequence (P51450 whole entry, looked up, the tested form may be a part): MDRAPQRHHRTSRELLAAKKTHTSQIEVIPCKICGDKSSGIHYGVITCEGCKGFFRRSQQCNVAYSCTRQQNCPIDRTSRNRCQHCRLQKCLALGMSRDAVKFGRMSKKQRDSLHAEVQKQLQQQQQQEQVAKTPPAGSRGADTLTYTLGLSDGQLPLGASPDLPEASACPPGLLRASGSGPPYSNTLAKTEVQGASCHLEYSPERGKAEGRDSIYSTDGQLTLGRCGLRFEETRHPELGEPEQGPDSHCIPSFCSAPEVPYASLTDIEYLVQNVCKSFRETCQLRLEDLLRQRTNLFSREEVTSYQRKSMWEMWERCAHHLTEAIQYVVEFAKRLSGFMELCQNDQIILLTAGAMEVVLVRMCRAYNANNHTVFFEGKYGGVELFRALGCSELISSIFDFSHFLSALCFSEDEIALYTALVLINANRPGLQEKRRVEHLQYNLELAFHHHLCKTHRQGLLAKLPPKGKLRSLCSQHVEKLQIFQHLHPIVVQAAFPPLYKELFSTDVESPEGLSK
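Compounds are pin-transferred onto Drosophila Schneider cells expressing a copper-inducible Gal4–ROR gamma transactivation domain fusion. After 1 hr, copper sulfate is added to 700 uM final; luciferase is read 20 hr later.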
The depositor's hits bear a star; [ ] = remark or other dose. Unless noted, the call rests on the fitted dose curve; in most records, active means well fitted curve in the direction sought with a large enough effect; inconclusive means small, poorly fitted or top-dose-only effect, or another doubt; inactive means no such curve, though single readings can be large; an effect the other way counts as inactive or inconclusive. Hits appear at their usual frequency; overall some 15% were active at least once.

For CC(C)OC(=O)CC1C(=O)NCCN1C(=S)NC(=O)CCc1ccccc1 (stereo not given) the results were ELG1 genotox 1.1%, ELG1 repair inh -6.3%, TRPV1 ag 1.4, NPC1 prom act -1.3%, VP16 counter -0.5%, p53 reactivation 0.6%, Tb PFK inh -0.1%, Rab9 prom act -13.2%, BRCA1 expr up 7.2%, FLuc counter -0.9% and RORgamma inh -34.5%.
CCOC(=O)C1=C(CC)OC(N)=C(C#N)C1c1ccsc1 (stereo not given) was read as ELG1 genotox 0.7%, ELG1 repair inh 2.6%, TRPV1 ag 13.4, NPC1 prom act -8.5%, VP16 counter inconclusive, p53 reactivation -14.2%, Tb PFK inh inconclusive, Rab9 prom act -3.1%, BRCA1 expr up 9.4%, FLuc counter 0.1% and RORgamma inh 2.0%.
Screening COc1cc(C(=O)Nc2ccc(N(C)C)cc2)c([N+](=O)[O-])cc1OC returned ELG1 genotox inconclusive, ELG1 repair inh 3.2%, TRPV1 ag 4.1, NPC1 prom act 8.8%, VP16 counter -9.9%, p53 reactivation inconclusive, Tb PFK inh 2.1%, Rab9 prom act -3.9%, BRCA1 expr up 33.5%, FLuc counter 4.78µM* and RORgamma inh -4.1%.
Screening Nc1cc(C(F)(F)F)cc([N+](=O)[O-])c1N returned ELG1 genotox -0.3%, ELG1 repair inh 6.5%, TRPV1 ag -4.1, NPC1 prom act 0.0%, VP16 counter 5.4%, p53 reactivation -4.0%, Tb PFK inh -2.0%, Rab9 prom act -0.3%, BRCA1 expr up -25.7%, FLuc counter -8.7% and RORgamma inh 13.0%.
`COC(=O)/C=c1/s/c(=C(/C#N)C(=O)N2CCCCC2)n(-c2ccccc2)c1=O` gave ELG1 genotox 4.2%, ELG1 repair inh inconclusive, TRPV1 ag -1.4, NPC1 prom act -0.9%, VP16 counter 0.3%, p53 reactivation 0.8%, Tb PFK inh -8.9%, Rab9 prom act -4.7%, BRCA1 expr up 2.1%, FLuc counter 2.9% and RORgamma inh -3.5%.
Screening Cc1nc(NN)nc(NCc2ccccc2)n1 returned ELG1 genotox 3.3%, ELG1 repair inh -4.2%, TRPV1 ag -3.1, NPC1 prom act 3.9%, VP16 counter 0.3%, Tb PFK inh 5.9%, Rab9 prom act -2.3%, BRCA1 expr up -10.8%, FLuc counter 3.0% and RORgamma inh -8.3%.
For CCOCCc1nnc(NC(=O)C2CC(=O)N(CCc3ccc(F)cc3)C2)s1 (stereo not given) the results were ELG1 genotox -4.3%, ELG1 repair inh -1.4%, TRPV1 ag 1.3, NPC1 prom act 1.4%, VP16 counter 1.7%, p53 reactivation 1.4%, Tb PFK inh -1.8%, Rab9 prom act -2.6%, BRCA1 expr up 1.6%, FLuc counter 0.1% and RORgamma inh -3.0%.
Screening CCOC(=O)c1cnc(SCc2nc(N)nc(Nc3ccccc3)n2)nc1N returned ELG1 genotox 0.1%, ELG1 repair inh inconclusive, TRPV1 ag -1.9, NPC1 prom act -1.9%, VP16 counter 8.3%, p53 reactivation -1.4%, Tb PFK inh -12.0%, Rab9 prom act -0.3%, BRCA1 expr up -9.2%, FLuc counter inconclusive and RORgamma inh 17.9%.
Cc1ccc(C(=O)NC2(C(F)(F)F)N=C3SCCN3C2=O)cc1 (stereo not given) was read as ELG1 genotox 1.9%, ELG1 repair inh -5.0%, TRPV1 ag 3.9, NPC1 prom act 0.1%, VP16 counter 9.7%, p53 reactivation 1.6%, Tb PFK inh 2.7%, Rab9 prom act 0.9%, BRCA1 expr up -2.0%, FLuc counter 3.8% and RORgamma inh 6.9%.
For C=CCSc1ncc(C#N)c(N)n1 the results were ELG1 genotox 2.7%, ELG1 repair inh inconclusive, TRPV1 ag -1.7, NPC1 prom act 0.6%, VP16 counter -4.3%, p53 reactivation 12.9%, Tb PFK inh -4.3%, Rab9 prom act -1.5%, BRCA1 expr up 3.9%, FLuc counter -1.1% and RORgamma inh 3.6%.
COC(=O)C1=C(N)Oc2cc(C)n(Cc3ccco3)c(=O)c2C1c1cccc(Cl)c1 (stereo not given) was read as ELG1 genotox 0.5%, ELG1 repair inh -8.4%, TRPV1 ag inconclusive, NPC1 prom act 3.7%, VP16 counter 12.6%, p53 reactivation -4.6%, Tb PFK inh -11.3%, Rab9 prom act -0.5%, BRCA1 expr up -32.6%, FLuc counter -0.4% and RORgamma inh 8.8%.
Screening CC(C)CCNC(=O)C(=O)Nc1ccc2c(c1)N(S(=O)(=O)c1cccs1)CCC2 returned ELG1 genotox 1.7%, ELG1 repair inh inconclusive, TRPV1 ag -3.7, NPC1 prom act -25.9%, p53 reactivation -2.0%, Tb PFK inh -6.9%, Rab9 prom act -17.4%, BRCA1 expr up -24.9% and FLuc counter -0.2%.
`COC(=O)CCN(c1ccccc1)S(=O)(=O)c1cc(-c2cc(C)no2)ccc1C` gave ELG1 genotox -0.5%[9.26 µM], ELG1 repair inh -11.9%, TRPV1 ag inconclusive, NPC1 prom act -2.1%, VP16 counter 1.9%, p53 reactivation -11.1%, Tb PFK inh -2.0%, Rab9 prom act 2.2%, BRCA1 expr up -27.1%, FLuc counter -1.3% and RORgamma inh -13.7%.
COc1ccc(C2/C(=C(\O)c3ccc4c(c3)OCCO4)C(=O)C(=O)N2Cc2ccco2)c(OC)c1 (stereo not given) was read as ELG1 genotox -1.2%, ELG1 repair inh 6.7%, TRPV1 ag -0.9, NPC1 prom act -1.0%, VP16 counter 3.3%, p53 reactivation 9.1%, Tb PFK inh -2.6%, Rab9 prom act 0.6%, BRCA1 expr up 1.0%, FLuc counter 1.8% and RORgamma inh -14.5%.
For Cc1ccc(-c2cc(C(F)F)n3ncc(C(=O)N4CCN(c5ccccn5)CC4)c3n2)cc1 the results were ELG1 genotox -29.9%, ELG1 repair inh 3.66µM*, TRPV1 ag inconclusive, NPC1 prom act -9.8%, VP16 counter -27.6%, p53 reactivation -5.3%, Tb PFK inh -3.0%, Rab9 prom act -5.8%, BRCA1 expr up -57.1%, FLuc counter 0.8% and RORgamma inh 44.9%.
`O=c1c2ccccc2[nH]c(=S)n1CCc1ccccc1` gave ELG1 genotox 5.2%, ELG1 repair inh inconclusive, TRPV1 ag -4.6, NPC1 prom act inconclusive, VP16 counter 3.16µM*, p53 reactivation 16.5%, Tb PFK inh -3.9%, Rab9 prom act inconclusive, BRCA1 expr up 18.9%, FLuc counter -15.9% and RORgamma inh 1.58µM*.
For CCOC(=O)CC(NC(=O)CCc1c(C)nc2nc(C)nn2c1C)c1ccc(C)cc1 (stereo not given) the results were ELG1 genotox -2.8%, ELG1 repair inh -4.3%, TRPV1 ag 3.3, NPC1 prom act -3.5%, VP16 counter -2.6%, p53 reactivation -3.0%, Tb PFK inh -2.6%, Rab9 prom act -0.1%, BRCA1 expr up 2.6%, FLuc counter -1.1% and RORgamma inh 13.2%.
COc1cc(-c2nc(-c3ccccc3)c(-c3cccs3)[nH]2)cc(OC)c1OC was read as ELG1 genotox 14.5%, ELG1 repair inh inconclusive, TRPV1 ag -0.5, NPC1 prom act -1.5%, VP16 counter -2.4%, p53 reactivation -6.2%, Tb PFK inh -0.8%, Rab9 prom act -6.4%, BRCA1 expr up -79.6%, FLuc counter -9.8% and RORgamma inh -20.1%.
For COc1ccccc1CNC(=O)CCS(=O)(=O)Cc1ccc(C)cc1 the results were ELG1 genotox -0.2%, ELG1 repair inh 3.0%, TRPV1 ag 2.6, NPC1 prom act -4.4%, VP16 counter -0.8%, p53 reactivation 0.6%, Tb PFK inh -9.5%, Rab9 prom act 4.7%, BRCA1 expr up 0.0%, FLuc counter -1.7% and RORgamma inh 20.4%.
`CCOc1cccc(C(=O)Nc2cccnc2)c1` gave ELG1 genotox 11.8%, ELG1 repair inh 9.5%, TRPV1 ag 25.7, NPC1 prom act 12.4%, VP16 counter 15.8%, p53 reactivation 4.7%, Tb PFK inh -2.2%, Rab9 prom act 13.5%, BRCA1 expr up -8.9%, FLuc counter inconclusive and RORgamma inh 18.4%.
Screening O=C(CC1(O)C(=O)Nc2ccc(Br)cc21)c1ccc2c(c1)OCO2 (stereo not given) returned ELG1 genotox -4.9%, ELG1 repair inh -4.6%, TRPV1 ag 0.0, NPC1 prom act -2.2%, VP16 counter 0.0%, p53 reactivation 4.0%, Tb PFK inh 2.6%, Rab9 prom act -7.3%, BRCA1 expr up -18.9%, FLuc counter -0.5% and RORgamma inh 8.5%.
